Bioassay records: PubChem BioAssay, several laboratories
KLK5 inh: blocks human kallikrein 5 protease activity | inhibition, % at 5 µM | Q9Y337 | recombinant hK5, fluorogenic AMC substrate cleavage | hit rate 0.59% among 210,000 | AID 873;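 active means inhibition of 40% or more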;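 further: 0% = enzyme controls without compound and 100% = no-enzyme blanks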
Target sequence (Q9Y337 67-293 limits assumed): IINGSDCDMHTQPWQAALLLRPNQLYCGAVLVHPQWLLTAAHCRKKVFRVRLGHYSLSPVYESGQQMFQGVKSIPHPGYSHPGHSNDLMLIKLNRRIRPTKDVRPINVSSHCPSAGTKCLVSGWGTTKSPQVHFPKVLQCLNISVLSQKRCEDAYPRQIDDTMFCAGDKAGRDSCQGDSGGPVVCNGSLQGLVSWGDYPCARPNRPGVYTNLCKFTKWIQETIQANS
FXIIa inh 1536: factor XIIa (human) inhibition; AID 800; purified FXIIa, Boc-QGR-AMC fluorogenic substrate, 2 h; inhibition, % at 5 µM; hit rate 0.3% among 220,000; P00748; in the data active means inhibition above about 40%;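 further: 0% = enzyme with no compound and 100% = blank without enzyme; many of its hits are not listed in these tables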
p97 ATPase inh: human p97 ATPase inhibition. recombinant p97 ATPase, Kinase-Glo ATP luminescence, 3 h. inhibition, % at 8 µM. hit rate 0.42% among 220,000. AID 1481; in the data active means inhibition above about 15%;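 further: 0% = DMSO vehicle and 100% = wells lacking enzyme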
KCC2 mod: modulates chloride dependent transport by human KCC2; Q9H2X9; KCC2 cells, thallium flux FluoZin-2 fluorescence; B-score of Tl+ flux slope (higher = more flux/activation; lower = inhibition) at 10 µM; hit rate 2.2% among 190,000;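 active means thallium flux slope and its plate-corrected score both differing from the plate sample mean at a set confidence after two filtering rounds, in either direction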;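 further: slope of fluorescence scaled to starting intensity during 10 to 20 s after thallium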
FXIa inh 1536: blocks human coagulation factor XIa protease activity. hit rate 0.14% among 220,000. P03951. purified FXIa, Boc-Glu-Ala-Arg-AMC fluorogenic substrate. inhibition, % at 5 µM. AID 798;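 active means inhibition of at least 40%; inactive means inhibition below 40%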;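 further: fluorescence of freed AMC excited at 355 nm; 0% = enzyme without compound and 100% = no enzyme blank; many of its hits are not listed in these tables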
PERK inhibitor: blocks human PERK kinase; Q9NZJ5; CHO PERK-DD fusion, SEAP luminescence translation reporter; inhibition, % at 5.6 µM; hit rate 0.17% among 220,000;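 active means inhibition above the mean inhibition of all tested compounds plus 3 SD, set separately per screening campaign, cut at about 2.9% in these data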;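 further: PERK kinase domain activated by AP20187 dimerizer at 100 nM; 0% = DMSO with dimerizer and 100% = rapamycin at 8.4 µM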
thrombin 1536: thrombin (human) inhibition; P00734; hit rate 0.26% among 220,000; inhibition, % at 5 µM; AID 1046; alpha-thrombin, Boc-VPR-AMC fluorogenic substrate cleavage;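 active means inhibition at or above 40%; inactive means inhibition below 40%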;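 further: 0% = enzyme with no compound and 100% = wells without enzyme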
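System: human alpha-thrombin protein; Compound dosing: one concentration per compound, 5 µM, with 0.2% DMSO; Timing: reaction at room temperature; Technique: AMC fluorescence, 355/460 nm; Controls: enzyme without compound as high, wells lacking enzyme as low.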
Wee1 stabilizer: human Wee1 degradation inhibition, primary screen; reporter increase, % at 5 µM; HeLa Luc-Wee1K328M stability, luciferase luminescence; 100% = proteasome inhibitor MG132 effect; AID 1321; hit rate 1.2% among 220,000;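 active means activation above the mean of all tested compounds plus 3 SD, set per screening run, cut at about 8.8% in these data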;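 further: cells exposed to compound for 20 h before luminescence read; 0% = DMSO alone and 100% = MG132 at 30 µM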
Target sequence (P30291 whole entry K328M): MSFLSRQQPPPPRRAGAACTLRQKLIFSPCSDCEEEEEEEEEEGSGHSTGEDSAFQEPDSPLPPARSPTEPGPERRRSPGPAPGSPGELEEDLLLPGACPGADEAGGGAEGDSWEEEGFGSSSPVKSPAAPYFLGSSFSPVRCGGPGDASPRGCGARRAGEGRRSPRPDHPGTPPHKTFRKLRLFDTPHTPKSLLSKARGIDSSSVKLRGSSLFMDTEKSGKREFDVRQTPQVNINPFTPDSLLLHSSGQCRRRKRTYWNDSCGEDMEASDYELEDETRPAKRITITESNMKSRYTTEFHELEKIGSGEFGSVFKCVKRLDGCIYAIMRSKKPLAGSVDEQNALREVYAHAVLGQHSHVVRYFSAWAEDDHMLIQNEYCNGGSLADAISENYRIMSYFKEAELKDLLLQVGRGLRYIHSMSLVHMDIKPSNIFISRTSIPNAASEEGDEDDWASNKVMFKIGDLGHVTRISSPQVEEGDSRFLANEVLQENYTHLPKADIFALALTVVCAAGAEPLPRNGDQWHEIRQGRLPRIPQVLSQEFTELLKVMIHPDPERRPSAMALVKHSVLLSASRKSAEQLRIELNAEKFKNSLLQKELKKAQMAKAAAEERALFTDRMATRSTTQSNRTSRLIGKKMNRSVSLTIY
Furin inh: human furin inhibition; P09958; hit rate 0.061% among 220,000; purified furin, fluorogenic substrate cleavage; inhibition, % at 30 µM; in the data active means inhibition above about 25%; further: inactives centre near -15
* = called active by the depositor; nt = no result given; [ ] = another dose, or the depositor's remark.

KLK5 inh	FXIIa inh 1536	p97 ATPase inh	KCC2 mod	FXIa inh 1536	PERK inhibitor	thrombin 1536	Wee1 stabilizer	mol	Furin inh
2	9	nt	1.2	1	nt	0	nt	CCc1ccc(S(=O)(=O)Nc2ccc(O)c3c(=O)cc(-c4ccccc4Cl)oc23)cc1	-28
-16	7	-2	0.13	12	0.3	2	-2	CCNC(=O)c1ccc(-n2nc(C)cc2-c2ccccc2)cc1	-18[20 µM]
-18	11	-3	nt	2	-1.0	4	0	O=C(CN1C(=O)c2ccccc2S1(=O)=O)NCCSCc1ccco1	-28
-3	4	-2	1.8	-3	-1.3	-11	5	Cc1cc(C)n2c(SCc3ccc(C#N)cc3)nnc2n1	-2
1	11	-3	0.19	0	-1.6	-2	1	Cc1cccc(N(C)C(=O)c2cc3c(=O)[nH]c4ccc(C)cc4c3s2)c1	-20
-4	29	4	nt	12	1.2	4	-3	CC(C)(C)N(Cc1cc2ccccc2[nH]c1=O)C(=O)c1cccnc1	-14
-12	10	2	nt	7	0.8	3	0	OC(COc1ccc(Cl)cc1)CN1CCCCC1 (stereo not drawn)	-23
-12	-1	2	2	-4	0.4	1	2	COCCn1c(C)cc(C(=O)COc2cccnc2[N+](=O)[O-])c1C	-8
-21	10	0	nt	2	-0.6	-3	1	CCn1c(SCC(=O)N2CCN(c3ccccc3)CC2)nnc1-c1c[nH]c2ccccc12	-28
-8	7	1	-0.11	1	1.1	3	9	CCOC(=O)c1ccc(N2CN=C3SCC(=O)N3C2)cc1	-36
-6	21	-3	-1.9	4	-1.4	8	-4	O=C(c1ccco1)N1CCN(c2ncnc3c2oc2ccccc23)CC1	-11[20 µM]
-10	-2	3	0.9	-8	0.8	-4	0	Cc1ccc(Cn2ncn(-c3ccccc3)c2=O)cc1	-11
2	0	6	0.5	-4	1.4	-15	8	Cn1c(N)c(Sc2ccc(F)cc2)c(=O)n(C)c1=O	-33
0	1	-2	-0.073	-9	0.0	-1	9.3*	CCC1Sc2ccccc2N(CC(=O)NC2CCCCC2)C1=O (stereo not drawn)	-17
67*	22	-8	-7.8*	20	-0.5	4	3	CCCN1C=CC(=CC=C(C#N)C#N)C=C1	-6
-2	21	1	-0.34	12	0.0	0	2	O=C(NC1CCN(Cc2ccccc2)CC1)c1cccc(S(=O)(=O)Nc2cc(C(F)(F)F)ccc2Cl)c1	-17
-3	8	5	1.6	4	0.8	-2	2	COC(=O)Cc1ccc(NC(=S)NN2CCOCC2)cc1	-26
-1	6	6	-0.048	-2	-0.8	-5	-1	O=[N+]([O-])c1cccc(/C=C/c2ccncc2)c1	-3
-5	9	5	0.35	0	0.7	-7	0	CC(=O)NC(=S)Nc1ccc(NC(=O)c2cccs2)cc1	-20
7	29	nt	nt	17	nt	11	nt	COc1ccc(S(=O)(=O)N2CCN(C(=O)c3cccs3)CC2)cc1OC	nt
5	13	6	-0.25	-1	1.5	3	0	Cn1c(SCC(=O)O)nnc1-c1ccc(NC(=O)c2ccc(Cl)c(Cl)c2)cc1	-23
0	12	-5	0.16	4	-1.4	3	4	COc1ccccc1C1CC(=O)NC(C)=C1C(=O)OCC1CCCO1 (stereo not drawn)	-3
-22	0	6	-1.4	-1	0.9	-17	2	COC(=O)c1sc(S(=O)(=O)N2CCCCC2)c(C(=O)OC)c1C	-6
-3	15	4	-0.31	11	0.5	1	2	COc1ccc(CN2C(=O)CCC2(C)C(=O)NC2CCCC2)c(OC)c1 (stereo not drawn)	-14
-3	2	9	-0.53	-4	-0.4	-6	9.1*	Cc1c(C(=O)NCC2COc3ccccc3O2)oc2ccc(S(=O)(=O)N3CCOCC3)cc12 (stereo not drawn)	-20[20 µM]

7 records picked at random from those above, as already listed:
KLK5 inh	FXIIa inh 1536	p97 ATPase inh	KCC2 mod	FXIa inh 1536	PERK inhibitor	thrombin 1536	Wee1 stabilizer	mol	Furin inh
-12	-1	2	2	-4	0.4	1	2	COCCn1c(C)cc(C(=O)COc2cccnc2[N+](=O)[O-])c1C	-8
-10	-2	3	0.9	-8	0.8	-4	0	Cc1ccc(Cn2ncn(-c3ccccc3)c2=O)cc1	-11
2	9	nt	1.2	1	nt	0	nt	CCc1ccc(S(=O)(=O)Nc2ccc(O)c3c(=O)cc(-c4ccccc4Cl)oc23)cc1	-28
-12	10	2	nt	7	0.8	3	0	OC(COc1ccc(Cl)cc1)CN1CCCCC1 (stereo not drawn)	-23
-8	7	1	-0.11	1	1.1	3	9	CCOC(=O)c1ccc(N2CN=C3SCC(=O)N3C2)cc1	-36
-5	9	5	0.35	0	0.7	-7	0	CC(=O)NC(=S)Nc1ccc(NC(=O)c2cccs2)cc1	-20
-4	29	4	nt	12	1.2	4	-3	CC(C)(C)N(Cc1cc2ccccc2[nH]c1=O)C(=O)c1cccnc1	-14

(listing goes on)
KLK5 inh	FXIIa inh 1536	p97 ATPase inh	KCC2 mod	FXIa inh 1536	PERK inhibitor	thrombin 1536	Wee1 stabilizer	mol	Furin inh
-7	6	2	-0.29	-4	0.3	-2	-1	CCOC(=O)C1=C(C)Nc2ccccc2N=C1NC(=O)c1cccc(S(=O)(=O)NCc2ccccc2)c1	-7[20 µM]
-3	16	0	0.18	-1	-0.2	1	4	Cc1cc(C)n(-c2nc3c(c(=O)[nH]c(=O)n3C)n2CCc2ccccc2)n1	-21
-13	-4	2	-1.6	2	0.6	-5	-4	Oc1ccc2cccnc2c1	-15[20 µM]
-1	6	4	-0.058	-1	1.1	0	-2	O=C(CSc1nnc(-c2cccs2)n1CC1CCCO1)N1CCCC1 (stereo not drawn)	-14
-14	16	0	-1.5	7	-1.1	4	-3	CC1(C)C(=O)NCCN1C(=O)CSc1nccc(-c2ccc(Br)cc2)n1	-23[20 µM]
-1	2	2	0.0069	6	0.9	-4	0	CC1SCC(=NOCc2ccccc2)CS1 (stereo not drawn)	-33
nt	5	0	0.33	-2	2.3	1	-3	Cc1ccc(CN(C)C(=O)CC2C(=O)NCCN2CC2CCCCC2)cc1 (stereo not drawn)	-12
-4	4	8	-0.19	-3	0.8	-6	-4	O=C(CSc1ncccn1)NC(=O)c1ccccc1	-30
-6	10	3	0.1	7	1.3	-3	0	O=C(CNC(=O)c1ccccc1F)OCC(=O)N1CCCCC1	-19
-5	12	0	-1.3	5	1.1	-7	4	Cc1ccnc(NC(c2ccncc2)c2c(C)[nH]c3ccccc23)c1 (stereo not drawn)	-22
-29	-11	0	1.6	-7	2.0	-3	-1	COc1ccc(-n2ccnc2SCC(=O)NO)cc1	-25
7	nt	-9	-1.4	6	0.3	-2	-2	COC(=O)c1c(NC(=O)/C=C/C(=O)O)sc(C)c1-c1ccc(C(C)C)cc1	2
-57	9	1	29*	-3	0.5	1	-2	O=C(NNC(=O)c1cc(-c2ccccc2)nn1-c1ccccc1)c1ccccc1	-29
3	5	0	0.92	1	1.0	-1	-2	CCO/C([O-])=N/c1sn[n+](C)c1C	-20
-12	6	3	-0.92	-1	0.5	7	10*	CCOC(=O)N1CCN(C(=O)c2cc3c(s2)-c2ccc(Cl)cc2S(=O)(=O)C3)CC1	-23
-14	-14	-6	nt	-15	-0.7	-4	1	CCNC(=S)N1CCC(c2nc3ccccc3s2)CC1	-13
6	20	-3	-0.65	14	-2.2	18	1	COc1ccc(OC)c(NC(=O)C23CC4CC(C2)CC(n2cnc(Br)n2)(C4)C3)c1	-10[20 µM]
15	13	4	nt	9	-0.9	8	0	COc1ccc(N(C)C(=O)CCS(=O)(=O)c2cccc3nonc23)c(OC)c1	-17[20 µM]
6	9	1	-0.19	3	-0.5	0	0	COC(=O)C1=C(C(=O)OC)SC(=C2C(=S)C(C)(C)N(C(=O)C(C)C)c3ccccc32)S1	-22[20 µM]
-1	9	-1	0.39	7	0.4	-2	-1	Cc1cc(Nc2ccccc2)nn1C(=O)c1ccc(Br)cc1	-17[20 µM]
-1	6	2	0.35	-1	0.1	-3	0	O=[N+]([O-])c1cc(Cl)ccc1Oc1ccc(-c2nnco2)cc1	-20
-8	7	2	nt	7	-0.5	-7	-1	Cc1cc(Br)c2c(c1)=C(c1sc(N3CCCCCC3)nc1O)C(=O)N=2	-6[20 µM]
0	-5	3	nt	2	-0.2	-4	2	CCOC(=O)c1c(-n2c(C)cc(C=O)c2C)sc2c1CCCC2	-13[20 µM]
-4	2	3	0.16	-2	0.9	-2	-1	Cc1ccc(C(=O)C(C)N(C(=O)c2ccc(Cl)cc2Cl)N2C(=O)CCCC2=O)cc1 (stereo not drawn)	-9
1	19	1	nt	5	1.1	-1	-2	CC1CCCN(c2ccc(C(=O)Nc3nnc(C4CC4)s3)cc2[N+](=O)[O-])C1 (stereo not drawn)	-26
-2	5	0	0.27	-2	-0.2	0	2	Cc1ccc2cc(CN(CCCN(C)C)C(=S)NCc3ccccc3)c(=O)[nH]c2c1C	-32
-3	4	4	1.8	-5	0.6	-10	2	O=C1CCCN1c1ccc(S(=O)(=O)N2CCN(c3ccccc3)CC2)cc1	-24
-1	18	-4	-0.73	0	0.7	-5	-1	Cc1cccc(C)c1OCCNC(=O)c1ccc2ccccc2n1	-20
-15	13	2	-0.22	-1	0.5	-3	0	COC(=O)c1ccc(CSc2nc3ccccc3s2)o1	-11[20 µM]
22	18	-8	-0.62	18	-1.3	6	-2	COc1cc(NC2c3ccccc3C(=O)N2Cc2ccccc2)cc(OC)c1OC (stereo not drawn)	-1
0	7	4	1.2	5	1.0	4	-2	Cc1ccc(S(=O)(=O)NNC(=O)C2COc3ccccc3O2)cc1 (stereo not drawn)	-9
-19	1	6	0.47	-9	0.8	-3	1	Cc1cc(C)n(-c2nc3ccccc3c(=O)n2OCC(=O)N(C)C)n1	-34
9	5	0	-0.17	-2	0.3	-2	-1	CC1CC(=O)N(CC(=O)N2CCCC2)c2ccccc2S1 (stereo not drawn)	-20
-6	12	2	-1.7	3	0.4	-10	2	Nc1cc(Cl)ccc1C(=O)OCC(=O)NC1CCS(=O)(=O)C1 (stereo not drawn)	-29[20 µM]
1	6	3	0.014	0	0.9	-4	1	CCC1CCCCN1C(=O)Cn1c(=O)oc2ccccc21 (stereo not drawn)	-25
